Compound activity deposited in PubChem BioAssay by National Center for Advancing Translational Sciences (NCATS).
Caspase-1 inhib: blocks human caspase-1 allosterically or competitively. P29466. Caspase-1 enzyme, Ac-WEHD-AFC fluorogenic rate. Potency, µM (top dose mostly 57.5 µM), for inactives: at the top dose activity change, negative = inhibition, most hits filed as inhibitors. 0.03% of 75,000 active;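 also: potency is read from the fitted curve at half-maximal effect; plate controls were vehicle for no effect and no substrate for full effect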
BRCT PPI red: inhibitors of human BRCA1 BRCT-phosphoprotein interaction (red fluorophore). P38398. BRCT-phosphopeptide binding, red fluorescence polarization. Potency, µM (titrated, usually from 76.9 µM), for the others: at the top dose activity change, negative = inhibition, hits mostly inhibitors. 0.03% of 75,000 active; also: % is scaled to controls: 0 for no effect and ±100 for the full control effect
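Rhodamine-labelled pBACH1 10-mer (100 nM) bound to BRCT domain (100 nM) at pH 7.3; compounds incubated 12 min room temperature, polarization read. Free peptide defines full inhibition; unlabelled decapeptide titrated as control.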
HADH2 inhib: HADH2 (human) dehydrogenase inhibition. Q99714. recombinant HADH2, NADH fluorescence, beta-hydroxybutyryl-CoA. Potency, µM (series often up to 57.1 µM), inactives show at the highest dose activity change, negative = inhibition, hits mostly inhibitors. 3.4% of 73,000 active. AID 886; also: potency is read from the fitted curve at half-maximal effect; % is scaled to controls: 0 for no effect and ±100 for the full control effect; nearly all actives have a fitted effect of over 60% in size; many of its hits are not listed in these tables
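Read-out: 360 nm excitation, 450 nm emission, kinetic over 4 min. Conditions: His-tagged human HADH2 20 nM, pH 9.0 Tris with Tween-20, 1 mM NAD+, 90 uM beta-hydroxybutyryl-CoA.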
Caspase-7 inhib: caspase-7 (human) inhibition, allosteric or competitive. recombinant caspase-7, Ac-DEVD-AFC fluorescence rate. Potency, µM (series often up to 57.5 µM), without a hit: top-dose activity change, negative = inhibition, hits mostly inhibitors. 0.02% of 75,000 active. AID 889; active = well fitted inhibition curve with a large enough effect in the main read-out, with a control signal flat, not every such curve was filed as active; inconclusive = small, poorly fitted or top-dose-only effect, or a change in a side signal; also: potency is read from the fitted curve at half-maximal effect; % of control where 0% means no effect
Target sequence (P55210 24-198 limits assumed): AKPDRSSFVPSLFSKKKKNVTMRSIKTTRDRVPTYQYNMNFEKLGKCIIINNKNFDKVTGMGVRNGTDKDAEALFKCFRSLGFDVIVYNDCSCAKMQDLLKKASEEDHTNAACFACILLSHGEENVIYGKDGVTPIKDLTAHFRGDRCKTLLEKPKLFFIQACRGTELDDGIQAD
Target sequence (P55210 207-303 limits assumed): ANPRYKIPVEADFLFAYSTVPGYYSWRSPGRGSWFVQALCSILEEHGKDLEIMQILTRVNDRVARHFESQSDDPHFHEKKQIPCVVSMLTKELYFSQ
HEK293 cAMP ctrl: counter-screen for TSHR agonists: cAMP increase in parental HEK293. parental HEK293 CNG cAMP sensor, membrane potential fluorescence. 2.5% of 73,000 active. Potency, µM (titrated, usually from 57.1 µM), without a hit: top-dose activation, actives largely listed as activators; also: potency is read from the fitted curve at half-maximal effect; % of control where 0% means no effect; nearly all actives have a fitted effect of over 55% in size
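Parental HEK 293 cells stably expressing a modified CNG channel (no TSHR) report cAMP rise as membrane depolarization. Membrane potential dye with 100 uM RO 20-1724 was loaded for 60 min at room temperature, then compound added for 30 min; fluorescence read at 590 nm.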
Tau fil binding: binders of human tau filaments. P10636. recombinant tau filaments, thioflavin S fluorescence, 15 h; filaments grown with octadecylsulfate alongside compound. Potency, µM (titrated, usually from 57.1 µM), without a hit: top-dose activity change, negative = inhibition. 2% of 71,000 active. AID 596;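 also: potency is read from the fitted curve at half-maximal effect; % is scaled to controls: 0 for no effect and ±100 for the full control effect; actives lower thioflavin S fluorescence by blocking filaments or displacing dye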
Target sequence (P10636 whole entry, looked up): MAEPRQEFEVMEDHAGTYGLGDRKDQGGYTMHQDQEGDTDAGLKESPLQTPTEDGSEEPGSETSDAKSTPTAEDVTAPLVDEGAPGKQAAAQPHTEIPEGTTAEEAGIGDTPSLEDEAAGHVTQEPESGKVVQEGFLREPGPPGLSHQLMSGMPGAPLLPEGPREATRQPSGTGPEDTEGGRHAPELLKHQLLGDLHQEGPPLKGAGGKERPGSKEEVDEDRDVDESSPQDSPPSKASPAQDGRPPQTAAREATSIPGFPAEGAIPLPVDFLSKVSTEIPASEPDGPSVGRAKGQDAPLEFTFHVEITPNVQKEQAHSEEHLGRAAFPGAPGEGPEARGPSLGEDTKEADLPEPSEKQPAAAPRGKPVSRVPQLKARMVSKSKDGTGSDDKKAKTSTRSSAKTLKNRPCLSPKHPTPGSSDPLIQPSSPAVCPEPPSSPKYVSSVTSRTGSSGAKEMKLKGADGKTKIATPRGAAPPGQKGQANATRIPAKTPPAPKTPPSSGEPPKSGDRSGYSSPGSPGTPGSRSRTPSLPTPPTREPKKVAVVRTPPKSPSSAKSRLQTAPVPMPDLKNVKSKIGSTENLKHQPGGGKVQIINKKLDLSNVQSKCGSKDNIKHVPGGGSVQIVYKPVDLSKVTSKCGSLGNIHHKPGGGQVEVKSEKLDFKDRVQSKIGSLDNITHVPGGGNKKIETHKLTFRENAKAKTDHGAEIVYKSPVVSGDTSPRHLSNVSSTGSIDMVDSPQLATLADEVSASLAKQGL
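ThS-based fibril read: tau 1 uM final, inducer ODS 30 uM final, 37 C for 15 h, ex 450/em 510 nm.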
ALOX15 inhib: 15-hLO (ALOX15) enzyme inhibition; Potency, µM (doses to about 57.1 µM), without a hit: at the top dose activity change, negative = inhibition, most hits filed as inhibitors; purified 15hLO-1, xylenol orange hydroperoxide absorbance; AID 887; P16050; 1.4% of 74,000 active; also: potency is read from the fitted curve at half-maximal effect; % is scaled to controls: 0 for no effect and ±100 for the full control effect; nearly all actives have a fitted effect of over 55% in size
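Compounds were preincubated 15 min at room temperature with 40 nM purified human enzyme (25 mM Hepes pH 7.5, 0.01% Triton X-100); 50 uM arachidonic acid reacted 6 min. Fe-xylenol orange detection, 30 min, absorbance ratio 573/405 nm.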
DNA Pol III inh: inhibitors of bacterial DNA polymerase III holoenzyme; AID 603; Potency, µM (doses to about 57.1 µM), for inactives: top-dose activity change, negative = inhibition; 0.25% of 71,000 active; reconstituted DNA polymerase III holoenzyme replication, biochemical; also: potency is read from the fitted curve at half-maximal effect; % is scaled to controls: 0 for no effect and ±100 for the full control effect
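Reconstituted *E. coli* holoenzyme (0.35 nM Pol III, 1 nM beta, 154 nM SSB, 2 nM primase) was preincubated with compound for 15 min at RT. Synthesis on 1.4 nM ssM13Gori ran 35 min, then was stopped with PicoGreen/EDTA and read as dsDNA fluorescence.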
Rhodamine autofl: compound autofluorescence in rhodamine spectral region; Rhodamine-region fluorescence, 547/598 nm, Tris buffer; stronger effect = higher value; max dye-equivalent concentration, M; 0.05% of 59,000 active; in the data active = max dye-equivalent concentration above about 11 nM; inconclusive = between about 1.1 nM and that limit
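Steps: pin-transfer compounds into pH 8.0 Tris (100 mM), hold 15 min at room temperature, image with a 547/598 nm filter pair, and convert intensities to rhodamine-equivalent concentration using a six-point on-plate rhodamine series.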
BRCT PPI green: inhibitors of human BRCA1 BRCT-phosphoprotein interaction (green fluorophore); BRCA1 BRCT-phosphopeptide binding, green fluorescence polarization; Potency, µM (top dose mostly 76.9 µM), inactives show at the top dose activity change, negative = inhibition, actives largely listed as inhibitors; 0.05% of 75,000 active; AID 875;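 also: potency is read from the fitted curve at half-maximal effect; plate controls were peptide without protein for full effect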
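Fluorescence polarization: His-tagged BRCT (~35 kDa BRCA1 C-terminus, 250 nM) bound to 100 nM fluorescein-labeled phosphorylated 10-aa BACH1 peptide, pH 7.3 phosphate buffer with DTT and Tween 20. Compounds incubated 12 min at room temperature; inhibition read as lowered polarization.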
USP2a inh: USP2a (human) protease inhibition. Potency, µM (titrated, usually from 38.3 µM), without a hit: at the top dose activity change, negative = inhibition, hits mostly inhibitors. O75604. USP2a enzymatic assay, qHTS inhibition. 0.1% of 60,000 active;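 also: potency is read from the fitted curve at half-maximal effect; nearly all actives have a fitted effect of over 60% in size; plate controls were DMSO for no effect and NEM full inhibition control for full effect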
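USP2 core (20 nM final) was preincubated with compound for 30 min at RT in 20 mM Tris-HCl pH 8.0, 2 mM CaCl2, 2 mM beta-mercaptoethanol; Ub-PLA2 (20 nM) plus NBD C6-HPC (20 uM) then added, fluorescence read after 2.5 h.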
* hit, by the source's call; i = inactive; ? = inconclusive; / = not tested or not shown; & = joins results of further samples; [ ] = another dose, or the depositor's remark. Unless noted, calls follow the shape of the dose curve; as a rule, active = well fitted curve in the direction sought with a large enough effect; inconclusive = small, poorly fitted or top-dose-only effect, or another doubt; inactive = no such curve, though single readings can be large; an effect the other way counts as inactive or inconclusive.

SMILES	Caspase-1 inhib	BRCT PPI red	HADH2 inhib	Caspase-7 inhib	HEK293 cAMP ctrl	Tau fil binding	ALOX15 inhib	DNA Pol III inh	Rhodamine autofl	BRCT PPI green	USP2a inh
CS(=O)(=O)N(CC(=O)N1CCN(c2ccccc2F)CC1)c1ccc2c(c1)OCCO2	-2%	-1.2%	-3%	-1%	8%	13%	8%	-2%	i	-3.6%	12%
CC(=O)Cc1nsc(NC(=O)c2ccccc2)n1	0%	0.2%	-6%	-2%	8%	-7%	8%	-2%	i	-1.5%	3%
CCOc1ccccc1CNC(=O)c1cc2occc2n1C	-1%	0.8%	-29%	-1%	12%	-16%	20µM*	3%	/	6.5%	/
COc1ccccc1C(c1nnnn1CS(=O)(=O)c1ccc(C)cc1)N1CCSCC1 (stereo not drawn)	-3%	0.9%	0%	-2%	11%	2%	-29%	-3%	i	-1.1%	191%[activator]
CN(C)c1ccc(-c2ccc3ncnc(N(C)Cc4ccco4)c3c2)cc1	-13%	-1.1%	5%	-18%	?	20µM*	-19%	-4%	i	-0.5%	110%[activator]
O=C(CCc1nc(-c2ccccc2F)no1)NCCN1CCOCC1	1%	0.8%	4%	-1%	3%	2%	2%	4%	i	-1.8%	6%
O=C(Nc1ccccc1C(=O)Nc1ccccc1C(=O)NCc1ccco1)c1ccco1	-9%	-0.1%	40µM*	-8%	14%	i	-16%	-2%	i	3.4%	47%[activator]
CCOc1ccc(NC(=O)c2ccccc2O)cc1	-1%	0.5%	-2%	-1%	-4%	0%	-19%	-4%	i	-0.6%	1%
N#CCCn1nc(-c2ccccc2)cc1-n1c(C(F)(F)F)nc2ccccc21	-1%	0.2%	2%	-2%	?	-2%	3%	4%	i	5.8%	7%
Cc1nc(NCc2ccco2)nc2c1C(=O)CC(C)C2 (stereo not drawn)	0%	-0.9%	1%	1%	0%	2%	-4%	2%	i	0.8%	9%
CCCc1ncc(C(O)c2cccc3ccccc23)n1C (stereo not drawn)	0%	-0.4%	7%	-3%	15%	-16%	0%	5%	i	-1.5%	5%
Cc1c(C(=O)N2CCCCC2)sc(NC(=O)C(C)C)c1C#N	2%	0.7%	-14%	0%	-4%	9%	-5%	-1%	i	-3.0%	6%
COC(=O)C1CCN(C(c2cccs2)c2sc3nc(C)nn3c2O)CC1 (stereo not drawn)	-2%	-2.1%	6%	-3%	10%	3%	-1%	-6%	/	-1.7%	/
Cc1cc(N2CCC(C(=O)N3CCN(c4cccc(C)c4C)CC3)CC2)n2ncnc2n1	1%	0.7%	20%	-1%	28%	16%	2%	3%	i	-0.8%	24%
CN1CCc2c(sc3nc(SCC(N)=O)n(-c4ccccc4)c(=O)c23)C1	-1%	0.1%	?	-1%	8%	9%	2%	-8%	i	-0.8%	6%
COc1ccc2nc3sc(C(=O)N4CCN(C)CC4)cc3cc2c1	-8%	-3.9%	20%	-13%	19%	-15%	-26%	-9%	i	-0.3%	4%
COc1cc(C2NC(=O)N(C)C3=C2C(=O)CCC3)cc(OC)c1OC (stereo not drawn)	0%	-1.7%	-2%	-1%	-4%	2%	2%	0%	/	-0.5%	-8%
CCOC(=O)c1c(NC(=O)CSc2nnc(-c3ccc(OC)cc3)o2)sc2c1CCC2	0%	-2.1%	3%	-1%	?	17%	-19%	-2%	i	-1.4%	17%
COc1ccccc1N=c1oc2c(OC)cccc2cc1C(=O)NCc1ccco1	-3%	0.1%	6%	0%	?	2.5µM*	-2%	0%	i	0.7%	49%[activator]
O=C(c1cccc(F)c1)N1CCN(Cc2ccco2)CC1	-1%	-0.5%	2%[11.4 µM]	1%	3%[11.4 µM]	8%[11.4 µM]	-8%[11.4 µM]	5%[11.4 µM]	/	-1.9%	-2%[7.66 µM]
N=c1c2c(n(Cc3ccc(F)cc3)c3c1CCC3)CCC2	2%	1.2%	-1%	0%	11%	35%	0%	-4%	/	0.0%	-7%
Cc1cc(C(=O)Cn2cncn2)c(C)n1CCc1ccc(F)cc1	-1%	1.5%	7%	-8%	21%	13%	-2%	-1%	i	-0.8%	22%
COCCn1c(=O)c(-c2ccc(F)cc2)nc2cnc(OC)nc21	2%	-1.0%	32µM*	-4%	14%	-2%	10%	-4%	i	-0.6%	14%
OC(COc1ccc2ccccc2c1)CN1CCOCC1 (stereo not drawn)	0%	-0.4%	13%	1%	1%	4%	1%	-2%	i	-0.8%	-4%
CCOC(=O)C(C#N)c1ccccn1 (stereo not drawn)	0%	-2.0%	-7%	-1%	2%	-2%	8%	0%	i	0.5%	-4%
OC[C@@H]1O[C@@H](n2cnc3c(N[C@H]4CCC[C@@H]4O)ncnc32)[C@H](O)[C@H]1O	2%	1.4%	2%	1%	8%	?	-3%[25.6 µM]	0%	/	-1.7%	/
C/C(C=O)=C/c1ccccc1	-3%	0.1%	0%	-2%	34%	3%	-7%	-6%	/	0.6%	/
CC(C)=CCC/C(C)=C/CC/C(C)=C/CO	0%&2%	-0.8%&0.5%	/	-2%&1%	/	/	?	/	/	-0.7%&-2.9%	1%
CCOC(=O)Cc1nnc2c(Nc3ccc(Cl)cc3)nc3nonc3n12	-10%	-0.6%	-1%	-7%	?	16µM*	-11%	-3%	i	-1.8%	35%[activator]
COc1ccc(Nc2oc(COc3ccc(Cl)cc3)nc2C#N)cc1	-3%	-0.4%	0%	-2%	-9%	42%	?	-2%	i	-1.3%	-10%
COc1ccccc1/C=c1\sc2nc(-c3cccs3)nn2c1=O	-1%	0.1%	-14%	-2%	-1%	-23%	-1%	0%	i	-0.3%	14%
Cc1ccccc1Cn1ccc(NC(=O)c2cnn3cccnc23)n1	1%	-1.3%	6%	1%	0%	7%	12%	-2%	i	2.3%	26%
CC(=O)Cc1ccccc1OCC(=O)O	2%	-0.7%	-3%	0%	6%	11%	-2%	-2%	i	-1.2%	1%
O=C(CSc1nc2ccc([N+](=O)[O-])cc2s1)c1ccc2ccccc2c1	-2%[11.5 µM]	0.3%[15.4 µM]	6%[11.4 µM]	-1%[11.5 µM]	-1%[11.4 µM]	?	9%[11.4 µM]	-14%[11.4 µM]	i	-2.1%[15.4 µM]	/
O=C(CSc1ncccn1)NCc1ccc(F)cc1	0%	-0.5%	-5%	0%	2%	-1%	-1%	-5%	i	-0.7%	1%
COc1ccc(Cl)cc1NC(=O)CN(C1CCCCC1)S(C)(=O)=O	0%	1.6%	3%	-1%	27%	-17%	-6%	-3%	i	-0.1%	-2%
COc1cc(C(=O)N2c3ccccc3CC2C)cc(OC)c1OC (stereo not drawn)	1%	0.3%	1%	1%	5%	6%	-1%	-15%	/	-0.6%	0%
Cc1cccc(OCc2nnc(SCC(=O)N(C(C)C)C(C)C)n2Cc2ccco2)c1C	-7%	-1.1%	-5%	-2%	7.9µM*	3%	-6%	-3%	i	-0.3%	/
O=C(NCc1n[nH]c(=S)n1-c1ccccc1)c1ccco1	1%	-1.0%	-18%	2%	1%	-1%	8%	2%	i	-2.0%	-8%
CCOC(=O)OCC1OC(C#Cc2ccccc2)C=CC1OC(=O)OCC (stereo not drawn)	?	2.0%[15.4 µM]	-16%[11.4 µM]	-1%[11.5 µM]	-2%[11.4 µM]	/	-5%[11.4 µM]	/	/	-0.5%[15.4 µM]	/
CCOCCn1c(CN2CCOCC2)nc2c1c(=O)[nH]c(=O)n2C	-4%	-1.6%	9%	-1%	8%	3%	-14%	-1%	/	-2.6%	/
COc1ccc(/C=N/n2c(=O)[nH]c3c([nH]c4ccc(C)cc43)c2=O)cc1CN1CCOCC1	-3%	0.2%	?	-2%	-2%	101%	-20%	-2%	i	-1.1%	49%[activator]

For reference, 3 of the compounds above.
SMILES	Caspase-1 inhib	BRCT PPI red	HADH2 inhib	Caspase-7 inhib	HEK293 cAMP ctrl	Tau fil binding	ALOX15 inhib	DNA Pol III inh	Rhodamine autofl	BRCT PPI green	USP2a inh
OC(COc1ccc2ccccc2c1)CN1CCOCC1 (stereo not drawn)	0%	-0.4%	13%	1%	1%	4%	1%	-2%	i	-0.8%	-4%
CCOC(=O)C(C#N)c1ccccn1 (stereo not drawn)	0%	-2.0%	-7%	-1%	2%	-2%	8%	0%	i	0.5%	-4%
OC[C@@H]1O[C@@H](n2cnc3c(N[C@H]4CCC[C@@H]4O)ncnc32)[C@H](O)[C@H]1O	2%	1.4%	2%	1%	8%	?	-3%[25.6 µM]	0%	/	-1.7%	/

Some of the compounds tested. The share of hits here may be higher or lower than overall.
